# TrxR1 substrate = qHTS Assay for Substrates of Mammalian Selenoprotein Thioredoxin Reductase 1 (TrxR1): qHTS. Potency, µM (highest dose often 114 µM), for inactives: top-dose activity change, negative = substrate turnover. purified TrxR1 substrate turnover, NADPH consumption readout. AID 588456, 2011. Thioredoxin reductase 1, cytoplasmic (Rattus norvegicus), O89049. actives 0.01% (n = 390,000); further: on the % scale 0 is the no-effect control and ±100 the full control effect; nearly all actives have a fitted effect of over 50% in size
#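 Rat TrxR1, dispensed at 90 nM, was prereduced with 400 uM NADPH (final) for 5 min at ~22 deg C, then incubated with compound 15 min before 400 uM selenite. A first-read NADPH fluorescence drop versus no-compound background flagged substrates.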
# TrxR1 inh = qHTS Assay for Inhibitors of Mammalian Selenoprotein Thioredoxin Reductase 1 (TrxR1): qHTS; Thioredoxin reductase 1, cytoplasmic (Rattus norvegicus), O89049; recombinant rTrxR1, NADPH fluorescence consumption, selenite substrate; Potency, µM (top dose mostly 114 µM), for the others: at the highest dose activity change, negative = inhibition, most hits filed as inhibitors; actives 1% (n = 390,000); AID 588453, 2011; further: on the % scale 0 is the no-effect control and ±100 the full control effect; nearly all actives have a fitted effect of over 65% in size
#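 Rat TrxR1 (90 nM in the dispensed reagent) was pre-reduced with 400 uM NADPH for 5 min at room temperature, then incubated with compound for 15 min. After 400 uM selenite was added, NADPH fluorescence (Ex 340/Em 450 nm) was followed for 8 min.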
# ALOX12 inh = Primary qHTS assay for inhibitors of human arachidonate 12S-lipoxygenase (ALOX12): Round 2; Polyunsaturated fatty acid lipoxygenase ALOX12 (Homo sapiens), P18054; purified 12hLO, xylenol orange hydroperoxide absorbance; Potency, µM (top dose mostly 108 µM), for the others: at the highest dose activity change, negative = inhibition, hits mostly inhibitors; actives 1.1% (n = 580,000); AID 1671190, 2021; further: on the % scale 0 is the no-effect control and ±100 the full control effect
# Target sequence (P18054 whole entry, looked up): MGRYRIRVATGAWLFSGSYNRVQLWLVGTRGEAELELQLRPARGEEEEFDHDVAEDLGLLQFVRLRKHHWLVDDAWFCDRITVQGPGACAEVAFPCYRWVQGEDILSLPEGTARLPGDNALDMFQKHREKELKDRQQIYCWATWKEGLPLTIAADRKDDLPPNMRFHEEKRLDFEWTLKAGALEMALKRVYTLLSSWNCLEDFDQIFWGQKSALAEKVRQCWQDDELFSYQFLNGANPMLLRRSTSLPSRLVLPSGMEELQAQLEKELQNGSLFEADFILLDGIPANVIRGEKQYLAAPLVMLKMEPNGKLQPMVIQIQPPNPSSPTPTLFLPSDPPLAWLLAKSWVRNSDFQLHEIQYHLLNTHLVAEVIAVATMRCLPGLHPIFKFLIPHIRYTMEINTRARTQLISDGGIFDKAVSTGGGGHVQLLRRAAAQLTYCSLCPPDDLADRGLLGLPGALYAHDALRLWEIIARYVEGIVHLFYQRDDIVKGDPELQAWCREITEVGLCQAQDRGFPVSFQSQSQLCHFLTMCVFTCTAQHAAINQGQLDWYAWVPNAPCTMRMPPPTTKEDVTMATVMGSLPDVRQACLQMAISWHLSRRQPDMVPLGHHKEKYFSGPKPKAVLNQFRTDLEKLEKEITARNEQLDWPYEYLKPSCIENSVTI
#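 Hydroperoxide product was detected by ferrous iron/xylenol orange as the 573 to 405 nm absorbance ratio. Arachidonic acid at 40 uM (final) was turned over for 30 min at room temperature by 150 nM human 12hLO, pH 7.0 Hepes buffer, after 15 min compound preincubation.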
# Vif-APOBEC3F blk = qHTS for Inhibitors of Vif-A3F Interactions: qHTS | HeLa A3F-eYFP + Vif (tagged APOBEC3F with the HIV-1 protein that degrades it), YFP fluorescence increase | actives 0.2% (n = 390,000) | AID 602313, 2012 | Potency, µM (series often up to 46.1 µM), inactives show at the highest dose activity, negative = active; further: % of control where 0% means no effect; nearly all actives have a fitted effect of over 65% in size
#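 HeLa cells stably expressing Vif plus C-terminally eYFP-tagged A3F were seeded, incubated overnight at 37 deg C, dosed with compound, incubated overnight again at 37 deg C. Yellow fluorescence (Ex 488/Em 500-530) reported blocked Vif-mediated A3F-eYFP degradation.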
# mIDH1 inhibitor = qHTS for Inhibitors of mutant isocitrate dehydrogenase 1 (IDH1): qHTS. Potency, µM (titrated, usually from 76.6 µM), without a hit: at the highest dose activity change, negative = inhibition, actives largely listed as inhibitors. Isocitrate dehydrogenase [NADP] cytoplasmic (Homo sapiens), O75874. actives 0.093% (n = 390,000). IDH1-R132H enzyme, NADPH consumption, diaphorase/resazurin fluorescence; further: on the % scale 0 is the no-effect control and ±100 the full control effect; nearly all actives have a fitted effect of over 65% in size
#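 IDH1-R132H (0.5 ug/mL) preincubated 30 min with compound, then NADPH (0.016 mM) and alpha-KG (2 mM) added; 80 min at RT, pH 7.5. Remaining NADPH coupled via diaphorase/resazurin to fluorescence (540/590 nm); concentration-response curves normalized to no-enzyme control.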
# RXFP1 agonist = qHTS Assay for Agonists of the Relaxin Receptor RXFP1; Relaxin receptor 1 (Homo sapiens), Q9HBX9; HEK293T-RXFP1 cAMP TR-FRET, 30 min; response scale: percent of porcine relaxin response, buffer zero; Potency, µM (top dose mostly 57.5 µM), for inactives: at the highest dose activation, most hits filed as activators; actives 0.3% (n = 370,000); further: on the % scale 0 is the no-effect control and ±100 the full control effect; nearly all actives have a fitted effect of over 60% in size; many of its hits are not listed in these tables
#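 Agonist response is measured as cAMP accumulation in an RXFP1-transfected HEK293T line under PDE4 inhibition. Values are scaled between buffer-only and 29 nM porcine relaxin, and EC50s come from standard Hill equation fits.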
# RGS4 inh = Inhibitors of Regulator of G Protein Signaling (RGS) 4: qHTS. actives 0.039% (n = 390,000). AID 504845, 2011. Transcreener GDP fluorescence polarization, RGS4-accelerated GTP hydrolysis. Potency, µM (series often up to 114 µM), without a hit: at the highest dose activity change, negative = inhibition, usual class: inhibitors; further: on the % scale 0 is the no-effect control and ±100 the full control effect; nearly all actives have a fitted effect of over 75% in size; some results filed as inactive show a strong effect at the top dose
#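 MLSMR compounds (23 nl, pin-transferred) preincubated 10 min at room temperature with a 500nM (2x) first reagent, then RGS4 at 900nM (2x) plus Transcreener GDP mix added; fluorescence polarization (620/688 nm) read before and after 90 min at 30 °C.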
# Vif-APOBEC3G blk = qHTS for Inhibitors of Vif-A3G Interactions: qHTS; actives 0.076% (n = 410,000); HeLa A3G-eYFP + Vif (tagged APOBEC3G with the HIV-1 protein that degrades it), YFP fluorescence, overnight; Potency, µM (series often up to 46.1 µM), for inactives: top-dose activity, negative = active, most hits filed as inhibitors; AID 602310, 2012; DNA dC->dU-editing enzyme APOBEC-3G (Homo sapiens), Q9HC16;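 further: on the % scale 0 is the no-effect control and ±100 the full control effect; nearly all actives have a fitted effect of over 60% in size; hits raise eYFP signal because A3G escapes Vif-driven loss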
# Target sequence (Q9HC16 whole entry, looked up): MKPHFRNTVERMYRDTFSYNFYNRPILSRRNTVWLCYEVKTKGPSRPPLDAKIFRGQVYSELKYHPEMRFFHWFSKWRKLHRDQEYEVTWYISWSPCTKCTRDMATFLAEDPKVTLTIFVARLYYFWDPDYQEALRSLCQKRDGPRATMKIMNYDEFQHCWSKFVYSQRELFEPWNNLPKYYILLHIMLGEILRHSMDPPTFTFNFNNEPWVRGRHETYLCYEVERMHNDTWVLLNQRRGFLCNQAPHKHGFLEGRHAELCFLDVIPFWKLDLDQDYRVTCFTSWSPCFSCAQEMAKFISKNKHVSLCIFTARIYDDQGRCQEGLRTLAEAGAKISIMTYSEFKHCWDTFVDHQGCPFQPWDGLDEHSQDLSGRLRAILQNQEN
#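 Read-out is eYFP fluorescence (Ex 488/Em 500-530) from Vif-expressing HeLa A3G-eYFP cells; more signal means A3G escaped Vif-mediated degradation. Cells plated overnight, compound pinned in, incubated overnight at 37 deg C.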
# USP1-UAF1 inh = Inhibitors of USP1/UAF1: Primary Screen | AID 743255, 2014 | Potency, µM (top dose mostly 57.1 µM), inactives show at the top dose activity change, negative = inhibition, usual class: inhibitors | recombinant USP1/UAF1, Ub-Rhodamine cleavage fluorescence | actives 0.23% (n = 390,000) | Ubiquitin carboxyl-terminal hydrolase 1 (Homo sapiens), O94782; further: on the % scale 0 is the no-effect control and ±100 the full control effect; nearly all actives have a fitted effect of over 60% in size; inactives centre near -12
#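 USP1/UAF1 complex (1 nM) preincubated 15 min at room temperature with compound, then Ub-Rho substrate (150 nM final) added. Kinetic fluorescence at 480/540 nm over 6 reads at 60 s intervals; 50 mM HEPES pH 7.8, 0.5 mM EDTA, 0.1 mg/ml BSA, 1 mM TCEP, 0.01% Tween-20.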
# * marks the source's active call; other numbers are inactive results; ? = inconclusive; . = not tested or not shown; [ ] = dose if it differs, or a comment. The call rests on the fitted dose curve; in most records, active means well fitted curve in the direction sought with a large enough effect; inconclusive means small, poorly fitted or top-dose-only effect, or another doubt; inactive means no such curve, though single readings can be large; an effect the other way counts as inactive or inconclusive. Potency means the concentration at half of the fitted maximal effect. This is a subset, so the mix of outcomes need not match the whole.
compound | TrxR1 substrate | TrxR1 inh | ALOX12 inh | Vif-APOBEC3F blk | mIDH1 inhibitor | RXFP1 agonist | RGS4 inh | Vif-APOBEC3G blk | USP1-UAF1 inh
Cc1ccccc1OCCNC(=S)Nc1ccccc1 | 0% | 7% | ? | -18% | -3% | -0.4% | -11% | -7% | -7%
S=C(Nc1ccc(Br)cc1)NC1CCCCC1 | 1% | -5% | ? | 1% | 3% | 0.4% | -29% | 1% | -18%
O=C(NCc1ccco1)C(c1ccccc1)N(Cc1ccccc1)C(=O)Cn1nnc2ccccc21 (stereo not given) | 14%[57.1 µM] | 9%[57.1 µM] | 153%[activator][57.4 µM] | -8% | -2% | 1.3% | -28% | -7% | -15%
CCc1sc(N(C(=O)Cc2ccccc2)c2cccc(F)c2)nc1-c1ccc(C)cc1 | -7% | 0% | 8% | 4% | 8% | -1.3% | -36% | -1% | -2%
Cc1ccc(C(=O)NNC(=S)Nc2cccc(Cl)c2Cl)cc1[N+](=O)[O-] | 3% | -4% | ? | -25% | 1% | 1.4% | ? | 3% | -24%
CCc1[nH]nc(C(=O)N2CCCC(CNS(=O)(=O)c3cccs3)C2)c1C (stereo not given) | 5% | 27% | 0% | -15% | 0% | 2.6% | 18% | 2% | -27%
COc1cc(NC(=O)c2ccc(F)cc2)c(OC)cc1Cl | -9% | -9% | 10% | 1% | 7% | -0.4% | 8% | -3% | -2%
COc1cc(C(C)=O)ccc1OCC(=O)NC(=O)Nc1ccc(C)cc1C | 2% | 15% | 0% | -7% | 7% | . | -24% | -4% | -24%
CCC(C(=O)NCCC(C)C)N(Cc1ccccc1Cl)C(=O)c1snc(C(N)=O)c1N (stereo not given) | 13% | 22% | 13% | 10% | 4% | -1.3% | -14% | -8% | -20%
CC(=O)C[C@@H](O)CC(=O)[C@H]1OC(=O)[C@H](C)C/C=C\Cc2ccccc21 | 11% | -10% | -11% | -6% | 16% | . | 9% | 4% | -20%
COc1ccc([N+](=O)[O-])cc1NC(=O)CCN1CCN(CCO)CC1 | 4% | 11% | 1% | 0% | -1% | 3.3% | 17% | 0% | -12%
CCN(CC)S(=O)(=O)c1ccc(N2CCOCC2)c(NC(=O)c2cnccn2)c1 | -6% | -5% | 20% | 0% | 1% | 24% | 4% | 0% | 0%
CSc1ncc(C(=O)NCc2ccccc2)c(-c2ccccc2)n1 | 5% | 15% | -16% | -8% | 30% | 27% | -6% | 3% | -20%[11.4 µM]
CCCSc1ncccc1C(=O)O | -1% | 6%[57.1 µM] | 1% | 0% | -7% | -0.8% | 4% | 1% | 5%
O=C(COC(=O)c1ccc(O)cc1)Nc1cccc(S(=O)(=O)NC2=NCCCCC2)c1 | 6% | 22% | 5% | 7% | 3% | -0.7% | 6% | -4% | -8%
O=C(NCc1cccs1)c1ccc(CS(=O)Cc2ccccc2Cl)o1 (stereo not given) | -5% | -5% | 0% | -9% | 14% | 2.1% | -26% | 1% | -8%
Cc1c(C(=O)N2CCOCC2)c(S(=O)(=O)Nc2ccc(OC(F)(F)F)cc2)c(C)n1C | 5% | 18% | -10% | 0% | -7% | -1.6% | 3% | -1% | -25%
S=C1SCN(CC2CC2)CN1CC1CC1 | -8% | -12% | ? | -3% | 0% | -2.7% | -6% | 0% | -10%
c1ccc(-c2nc(N3CCOCC3)c3ccccc3n2)nc1 | -10% | -16% | -1% | -3% | 6% | 5.5% | -10% | 0% | -11%
COc1ccccc1NC(=O)c1sc2nc3c(cc2c1N)CCCCCC3 | 45%[activator] | 23% | -12% | . | . | 14% | -4% | . | -16%
Cc1ccc(-c2ccnc3c(Br)c(C)nn23)cc1 | -5% | 9% | ? | -17% | -1% | 3.8% | 9% | -5% | -22%
CCC1(O)C(=O)OCc2c1cc1n(c2=O)Cc2cc3cc(O)ccc3nc2-1 (stereo not given) | 28% | 1% | 14% | -2% | -11% | . | -7% | 3% | -20%
O=C(CCSc1nnc(-c2ccncc2)o1)Nc1cccc(Cl)c1 | 7%[57.1 µM] | 22%[57.1 µM] | -9% | 4% | 9% | 1.2% | -6% | 0% | -12%
C=CCOn1c(C)c(C(C)=O)c2c3no[n+]([O-])c3ccc21 | -5% | -15% | 39%[activator] | . | -1% | 0.4% | -35% | -1% | -7%
CN(c1ccccc1C(=O)NCC1CCCO1)S(C)(=O)=O (stereo not given) | -2% | 4% | 4% | 1% | -1% | 0.5% | -11% | -1% | -6%
COc1cccc(NS(=O)(=O)c2ccc(S(=O)(=O)N3CCOCC3)cc2)c1 | 3% | 20% | -1% | -1% | 3% | 0.9% | 10% | 2% | -15%
CC(C)c1ccc(/C=C2\CC/C(=C\C=N\N(C)C)C2=O)cc1 | 6%[57.1 µM] | 5%[57.1 µM] | 0% | -12% | 2% | -3.3% | -8%[11.4 µM] | -2% | -22%
Nc1ncc(-c2cc3ccccc3oc2=O)s1 | 0% | 3% | ? | -4% | 14% | -2.4% | ? | 0% | -12%
O=C(O)C1CCN(c2ccccc2[N+](=O)[O-])CC1 | 4%[57.1 µM] | 23%[57.1 µM] | -8% | -4% | 6% | -0.4% | -21% | 3% | -13%
O=S(=O)(NCc1ccco1)c1ccc(S(=O)(=O)N2CCCCC2)cc1 | 3% | 8% | 6% | -19% | 1% | 2.5% | 10% | 1% | -4%

# 3 of the compounds above, with values under each structure:
# Results follow in this order: TrxR1 substrate	TrxR1 inh	ALOX12 inh	Vif-APOBEC3F blk	mIDH1 inhibitor	RXFP1 agonist	RGS4 inh	Vif-APOBEC3G blk	USP1-UAF1 inh
CC(=O)C[C@@H](O)CC(=O)[C@H]1OC(=O)[C@H](C)C/C=C\Cc2ccccc21
→ 11%	-10%	-11%	-6%	16%	.	9%	4%	-20%
CC(C)c1ccc(/C=C2\CC/C(=C\C=N\N(C)C)C2=O)cc1
→ 6%[57.1 µM]	5%[57.1 µM]	0%	-12%	2%	-3.3%	-8%[11.4 µM]	-2%	-22%
COc1cc(NC(=O)c2ccc(F)cc2)c(OC)cc1Cl
→ -9%	-9%	10%	1%	7%	-0.4%	8%	-3%	-2%

# Remaining list, next part.
compound | TrxR1 substrate | TrxR1 inh | ALOX12 inh | Vif-APOBEC3F blk | mIDH1 inhibitor | RXFP1 agonist | RGS4 inh | Vif-APOBEC3G blk | USP1-UAF1 inh
CCc1cccc(C)c1NC(=O)CSc1nc2c(c(=O)[nH]1)CCC2 | -8% | 2% | ? | . | . | -6.0% | 16% | . | ?
O=C(O)c1cc(NC(=O)C2CCCO2)cc(NC(=O)C2CCCO2)c1 (stereo not given) | 9% | 13% | -2% | -3% | -3% | -0.2% | 24% | -4% | -15%
O=C(/C=C/c1ccc(S(=O)(=O)N2CCOCC2)cc1)OCC(=O)c1ccc([N+](=O)[O-])cc1 | 2% | 18% | 12% | -7% | 5% | 2.0% | -12% | -7% | -17%
Cc1cccc(C(=O)N2CCCN(C(=O)c3cccc(C)c3)CC2)c1 | 2%[57.1 µM] | 0%[57.1 µM] | 0% | 3% | -1% | 0.0% | ? | -1% | -6%
COCCCn1c(C(=O)NCCC2=CCCCC2)cc2c(=O)n3ccccc3nc21 | 98%[activator] | 33% | 11% | -1% | -1% | 16% | -36% | -2% | -32%
COc1ccc(C(=O)NC(=S)N2CC(C)OC(C)C2)cc1 (stereo not given) | -13% | -24% | -13% | -5% | 2% | 3.6% | -27% | 0% | -3%
O=c1[nH]c(=O)n([C@H]2C[C@@H](O)[C@@H](CO)O2)cc1C=CBr | -2%[57.1 µM] | -6%[57.1 µM] | ? | . | . | . | 21%[56.9 µM] | . | .
CSc1cccc(NS(=O)(=O)c2ccc3[nH]cc(C(=O)N4CCCCCC4)c(=O)c3c2)c1 | -8% | -18% | ? | 0% | -1% | 3.1% | -10% | 1% | -9%

# Part of the list above in another layout.
# Results follow in this order: TrxR1 substrate	TrxR1 inh	ALOX12 inh	Vif-APOBEC3F blk	mIDH1 inhibitor	RXFP1 agonist	RGS4 inh	Vif-APOBEC3G blk	USP1-UAF1 inh
O=C(/C=C/c1ccc(S(=O)(=O)N2CCOCC2)cc1)OCC(=O)c1ccc([N+](=O)[O-])cc1
  2%	18%	12%	-7%	5%	2.0%	-12%	-7%	-17%
Cc1ccc(-c2ccnc3c(Br)c(C)nn23)cc1
  -5%	9%	?	-17%	-1%	3.8%	9%	-5%	-22%
Cc1ccccc1OCCNC(=S)Nc1ccccc1
  0%	7%	?	-18%	-3%	-0.4%	-11%	-7%	-7%

# Screening data from PubChem.
